# Thrombin inh = human alpha-thrombin inhibitors, primary screen, counter-screen for coagulation protease inhibitor project, biochemical, 1536-well, fluorogenic AMC substrate | Prothrombin (Homo sapiens), P00734 | Boc-VPR-AMC fluorogenic substrate cleavage | inhibition, % at 5 µM | 220,000 tested, 0.26% active | AID 1046, 2008;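 active = inhibition at or above 40%; inactive = inhibition below 40%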;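 also: 0% = enzyme with no compound and 100% = wells without enzyme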
#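 Test system: human alpha-thrombin protein / Dosing: one concentration per compound, 5 µM, with 0.2% DMSO / Medium: pH 7.5 Tris-saline with Tween 20 / Benchmarks: no-compound enzyme wells and no-enzyme blanks / Read-out basis: percent inhibition of thrombin substrate cleavage / Timing: reaction at room temperature / Measured by: fluorescence, ex 355 nm, em 460 nm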
# EBV gp42 block = Epstein-Barr virus gp42 inhibitors, primary screen, biochemical, uHTS, fluorescence polarization; Glycoprotein 42 (Epstein-Barr virus (strain AG876)), Q1HVG2; Fluorescence polarization binding assay, mP read-out; inhibition, % (tested at 21.74 µM); 220,000 tested, 0.42% active; AID 1085, 2008; in the data active = inhibition above about 50%
# Target sequence (Q1HVG2 whole entry, looked up): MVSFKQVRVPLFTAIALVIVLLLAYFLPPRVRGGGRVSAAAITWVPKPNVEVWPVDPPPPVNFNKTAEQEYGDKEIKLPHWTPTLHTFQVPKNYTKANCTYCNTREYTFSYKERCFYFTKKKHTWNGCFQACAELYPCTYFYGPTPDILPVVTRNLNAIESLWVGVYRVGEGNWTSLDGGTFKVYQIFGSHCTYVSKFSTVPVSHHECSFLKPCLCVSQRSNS
# Rad51 HR inh = human RAD51 strand exchange inhibitors, primary screen, biochemical, fluorescence; DNA repair protein RAD51 homolog 1 (Homo sapiens), Q06609; hRad51 DNA strand exchange, fluorescence dequenching; inhibition, % at 10 µM; 200,000 tested, 0.085% active; AID 1385, 2008;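 active = inhibition above 40% at the single screening dose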;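 also: 0% = DMSO control wells and 100% = blanks with heterologous ssDNA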
# Target sequence (Q06609 whole entry, looked up): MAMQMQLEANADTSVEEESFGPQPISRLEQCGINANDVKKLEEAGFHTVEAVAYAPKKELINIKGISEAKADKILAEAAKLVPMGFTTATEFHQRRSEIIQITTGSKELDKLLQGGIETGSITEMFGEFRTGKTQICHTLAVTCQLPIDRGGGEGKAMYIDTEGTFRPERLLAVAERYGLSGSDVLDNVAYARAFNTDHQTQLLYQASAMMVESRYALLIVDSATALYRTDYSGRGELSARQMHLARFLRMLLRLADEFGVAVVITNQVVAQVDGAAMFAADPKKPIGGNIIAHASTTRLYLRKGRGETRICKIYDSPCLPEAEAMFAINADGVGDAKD
#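 System: human Rad51 nucleoprotein filaments preassembled on unlabelled ssDNA. Reagent: labelled 47-mer dsDNA for strand exchange. Schedule: 30-min compound preincubation and 15-min exchange, both room temperature. Measured by: FRET fluorescence dequenching, excitation 485 nm, emission 520 nm. Read-out: Fluorescence-based percent inhibition, control- and blank-normalised. Benchmarks: plate controls and plate blanks.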
# Cl transport mod = KCC2 cotransporter modulators, thallium flux, primary screen, cell-based, HEK293 KCC2, FluoZin-2 fluorescence, MLSMR. Solute carrier family 12 member 5 (Homo sapiens), Q9H2X9. KCC2 cells, thallium flux FluoZin-2 fluorescence. B-score of Tl+ flux slope (higher = more flux/activation; lower = inhibition) at 10 µM. 190,000 tested, 2.2% active. AID 1456, 2008;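 active = thallium flux slope and its plate-corrected score both differing from the plate sample mean at a set confidence after two filtering rounds, in either direction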;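 also: slope of fluorescence scaled to starting intensity during 10 to 20 s after thallium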
# eIF4E-4G inh = eIF4E–eIF4G protein interaction inhibitors, primary screen, biochemical, uHTS, TR-FRET, eIF4GI fragment; TR-FRET eIF4E-eIF4GI(517-606) binding, 2 h; inhibition, % at 21.7 µM; 220,000 tested, 0.37% active; AID 782, 2007;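 also: 0% = full FRET control wells and 100% = background wells lacking eIF4GI fragment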
# 14-3-3 Bad PPI = inhibitors of 14-3-3 zeta/Bad binding, primary screen, biochemical, TR-FRET, bovine 14-3-3 zeta. 14-3-3 protein zeta/delta (Bos taurus), P63103. TR-FRET 14-3-3zeta/Dy647-pBad peptide displacement, 1 h. inhibition, % at 21.7 µM. 220,000 tested, 0.71% active. AID 781, 2007;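 active = inhibition above about 70%, limit read from the data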;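 also: 0% = full 14-3-3 plus peptide FRET controls and 100% = background without 14-3-3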
# Target sequence (P63103 whole entry, looked up): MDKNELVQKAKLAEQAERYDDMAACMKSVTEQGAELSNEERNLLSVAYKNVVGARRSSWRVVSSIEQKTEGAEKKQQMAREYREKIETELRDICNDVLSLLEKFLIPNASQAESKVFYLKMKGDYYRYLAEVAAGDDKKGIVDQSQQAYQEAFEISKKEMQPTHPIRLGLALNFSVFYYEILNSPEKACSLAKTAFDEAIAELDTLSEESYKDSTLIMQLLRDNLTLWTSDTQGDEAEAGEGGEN
# hK5 inh = human KLK5 protease inhibitors, primary screen, biochemical, 1536-well | recombinant hK5, fluorogenic AMC substrate cleavage | inhibition, % at 5 µM | 210,000 tested, 0.59% active | AID 873, 2007;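 active = inhibition of 40% or more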;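 also: 0% = enzyme controls without compound and 100% = no-enzyme blanks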
# Target sequence (Q9Y337 67-293 limits assumed): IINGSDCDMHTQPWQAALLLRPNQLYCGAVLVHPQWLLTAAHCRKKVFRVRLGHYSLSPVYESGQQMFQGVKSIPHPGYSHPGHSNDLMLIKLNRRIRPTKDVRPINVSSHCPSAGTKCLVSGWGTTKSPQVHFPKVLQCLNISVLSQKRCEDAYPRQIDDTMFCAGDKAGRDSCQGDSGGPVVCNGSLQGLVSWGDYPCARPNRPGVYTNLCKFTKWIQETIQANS
# NCF1 inh = p47phox/p22phox peptide binding inhibitors, primary screen, biochemical, uHTS, NADPH oxidase regulatory subunit | inhibition, % at 24.7 µM | AID 1274, 2008 | 220,000 tested, 0.53% active | Neutrophil cytosol factor 1 (Homo sapiens), P14598 | fluorescence polarization, 2 h;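 also: 0% = p47phox with labelled peptide and 100% = labelled peptide alone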
# Furin inhibitor = human furin inhibitors, primary screen, biochemical, fluorescence intensity; purified furin, fluorogenic substrate cleavage; P09958; 220,000 tested, 0.061% active; AID 463115, 2010; inhibition, % at 30 µM; in the data active = inhibition above about 25%; also: inactives centre near -15
# An asterisk follows results filed as active; x = no result given; [ ] = remark or other dose.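 The calls were made as follows, unless noted: active = inhibition above about 30% (limit read from the data); inactive = the rest.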
# Screens in order – Thrombin inh, EBV gp42 block, Rad51 HR inh, Cl transport mod, eIF4E-4G inh, 14-3-3 Bad PPI, hK5 inh, NCF1 inh, Furin inhibitor
> Cc1c(NC(C)c2ccccc2O)c(=O)n(-c2ccccc2)n1C (stereo not drawn)
    0, -6, -3, -0.072, -7[fluorescence artefact?], -10, 0, -18, -5[20 µM]
> Cc1ccccc1C1=Nn2c(nnc2-c2ccco2)SC1
    0, -14, 7, 0.34, -5, -5, -1, 4, -12
> CC(=O)c1csc(-c2ccccc2)n1
    5, 8, 9, 0.0062, 0, -6, -7, -8, -11
> CCN(CC)S(=O)(=O)c1cc(NC(=O)C(CC(C)C)NC(N)=O)ccc1C (stereo not drawn)
    -14, -13, -1, -1.2, 2, -12, -1, -5, -6
> COc1ccc(S(=O)(=O)N2CCCCC2C(=O)O)cc1 (stereo not drawn)
    3, -26, -1, -0.62, 3, 2, -6, -19, -24[20 µM]
> Cn1c(N)c(C(=O)COC(=O)Cn2cc(C(F)(F)F)ccc2=O)c(=O)n(C)c1=O
    1, -16, 0, -0.0032, -1, -2[fluorescence artefact?], -7, 0, -22
> CC(C)(C)NC(=O)CN(C(=O)C1CSC(=O)C1)c1ccccc1F (stereo not drawn)
    3, 8, 12, 0.014, 0, 9, -17, -3, -9
> CC1(C)Cc2nc3n[nH]c(N)c3cc2CO1
    -7, -3, -4, -0.34, -1, -1, -2, 5, 16[20 µM]
> CC(OC(=O)c1cccs1)C(=O)NCC1CCCO1 (stereo not drawn)
    0, -8, -1, 0.023, -16, -8, -6, -11, -13
> CCc1ccc(C(=O)NC(CC(C)C)C(=O)O)cc1 (stereo not drawn)
    2, -22, -6, 4.7*, -9, -2, -6, -5, -21[20 µM]
> Cc1oc2c(CN3CCOCC3)c(O)ccc2c(=O)c1-c1ccc(Cl)cc1
    -5, -1, 2, -0.17, 1, -4, 0, 7, -12
> O=C(c1ccccc1)C(Nc1ccccn1)c1ccccc1 (stereo not drawn)
    -2, -2, 2, 0.75, 0, -17, -1, -7, -13
> c1ccc(CN2CCCC3(CCCN(Cc4nc(CC5CC5)no4)C3)C2)cc1 (stereo not drawn)
    0, -9, -1, x, -2, 3, x, -11, -21
> COc1ccc(-c2cc3nc4ccccc4n3c(N)c2C#N)cc1
    -4, 1, -1, -0.024, 1, 71*, -11, 19, -43
> Cc1ccc(NC(=O)C2CC(=O)N(c3ccc4c5c(cccc35)CC4)C2)cc1 (stereo not drawn)
    2, 3, -12, x, 1, 0[fluorescence artefact?], -18, -13, 5[20 µM]

# The results go on.
# Screens in order – Thrombin inh, EBV gp42 block, Rad51 HR inh, Cl transport mod, eIF4E-4G inh, 14-3-3 Bad PPI, hK5 inh, NCF1 inh, Furin inhibitor
> CCc1cc2c(COC(=O)c3c(C)noc3C)cc(=O)oc2cc1O
    -11, 11, 2, -0.31, 4, -8, -3, -16, -17
> CCC(C)NS(=O)(=O)c1ccc(NS(C)(=O)=O)cc1 (stereo not drawn)
    -8, -6, 3, -0.013, 2, 3, -8, -3, -9[20 µM]
> CCOC(=O)Cn1c(=O)oc2cc(S(=O)(=O)NCc3ccccn3)ccc21
    -6, -17, 0, 0.29, 1, -4, -3, -1, -13
> Cn1c(SCCOc2ccc(F)cc2)nnc1-c1ccncc1
    -1, -22, 0, x, -5, -1, 1, -9, -31
> O=C(NCc1ccco1)C(c1cccs1)N(Cc1ccccc1)C(=O)Cn1nnc2ccccc21 (stereo not drawn)
    -10, -2, 15, -0.59, 3, 7, -2, -39, -40
> CCOC(=O)c1sc(N)c(C(=O)OC)c1C
    -2, -12, -5, -0.54, 2, -7, 6, -11, -1
> Cc1cc(Oc2ccc(OCC(N)=O)nn2)nc(Cl)n1
    -2, 5, 2, 0.66, 0, -7, -4, 3, -33
> CCOc1ncccc1C(=O)Nc1cccc(Cl)c1Cl
    -1, -1, -2, -0.42, 5, 4, 6, -11, -25
> NS(=O)(=O)c1cccc(NC(=O)CSc2ncc(C(F)(F)F)cc2Cl)c1
    -10, -1, 3, 0.29, 17, -6, -15, -13, -33
> Cc1ncc(C23CC4CC(CC(C4)C2)C3)[nH]1
    -3, -1, -8, x, -18, -7[fluorescence artefact?], 2, -10, -21
> CCOC(=O)N1CCN(C(=O)c2cn(-c3ccc(C)c(C)c3)c(=O)c3ccccc23)CC1
    -5, -28, x, 0.00083, 4[fluorescence artefact?], -5, -10, -13, -27
> O=C(N/N=C/c1ccc(N2CCCCC2)o1)C(O)(c1ccccc1)c1ccccc1
    -5, -20, -14, -0.17, 1, -22, -25, -18, -20
> CC1(C)NC(=O)N(CCOc2cccc(Cl)c2Cl)C1=O
    2, -14, 1, x, 7, 3, -8, -7, -8[20 µM]
> COc1ccc(-c2nn(-c3ccccc3)cc2/C=C(\CC(=O)O)c2nc3ccccc3s2)cc1OC
    -4, -4, -10, -3.8*, 0, -1, 6, -19, -21
> COC(=O)c1ccc(NC(=O)c2ccc(OC(C)=O)c(OC)c2)cc1
    -7, -14, x, -0.55, 3, 5, x, 6, -16

# Just 14-3-3 Bad PPI, EBV gp42 block and NCF1 inh, for 3 of the compounds above:
SMILES | 14-3-3 Bad PPI | EBV gp42 block | NCF1 inh
CCOC(=O)c1sc(N)c(C(=O)OC)c1C | -7 | -12 | -11
Cc1cc(Oc2ccc(OCC(N)=O)nn2)nc(Cl)n1 | -7 | 5 | 3
CCOc1ncccc1C(=O)Nc1cccc(Cl)c1Cl | 4 | -1 | -11

# Next records follow:
# Screens in order – Thrombin inh, EBV gp42 block, Rad51 HR inh, Cl transport mod, eIF4E-4G inh, 14-3-3 Bad PPI, hK5 inh, NCF1 inh, Furin inhibitor
> O=C(CSc1nnc(-c2ccncc2)n1Cc1ccco1)Nc1ccccc1Cl
    3, 0, -1, 0.62, 0, 1, -21, -20, -23
> O=[N+]([O-])c1ccc(N2CCN(S(=O)(=O)c3ccccc3)CC2)cc1NCCN1CCOCC1
    11, 6, 1, x, -3, -7, 9, -16, -18[20 µM]
> C[C@@H](C(=O)OCC(=O)NCCc1ccc(S(N)(=O)=O)cc1)N1C(=O)C2CCCCC2C1=O (stereo partly drawn)
    1, -20, 15, 1.3, -1, -11, -1, 0, -31
> CCC(NC(=O)Nc1cc(C)on1)(C(F)(F)F)C(F)(F)F
    -2, -8, -3, 3.5, -3, 5, 0, -10, -20
> O=C1Nc2c(c(=O)[nH]c(=O)n2Cc2ccccc2)C1(NS(=O)(=O)c1ccccc1)C(F)(F)F (stereo not drawn)
    -3, 4, x, 2, 4, 1, 0, 2, -27
> Cc1ccc(NC(=S)Nc2ccc3[nH]c(=O)[nH]c3c2)cc1C
    -5, -17, 18, 0.53, 6, 0, -7, -12, -2
> O=C(CSc1nccc(=O)[nH]1)N1CCCc2ccccc21
    -3, -1, 3, 0.054, -1, -12, 3, -4, -23[20 µM]
> CCCCC(=O)Nc1cccc(NC(=O)c2cccc(Br)c2)c1
    -2, -3, -4, -0.0016, -2, -12, 8, -14, -19
> O=C(COC(=O)Cc1ccc(Br)cc1)NC12CC3CC(CC(C3)C1)C2
    -11, -5, x, -0.024, -6, 1, -26, -11, -12[20 µM]
> CC(=O)Nc1ccc(S(=O)(=O)Oc2ccc(C(=S)N3CCC(O)CC3)cc2)cc1
    -4, -21, x, -1.1, 0, 5, -8, -9, -22
> COC(=O)/C(=C1/Oc2cc3c(cc2S1)OCO3)C(F)(F)F
    6, 4, 2, -0.3, -11, -1, -11, -2, -18
> COCCNC(=O)c1c(CSc2ccc(F)cc2)noc1C(=O)NCc1ccccc1
    -3, 22, 0, 0.58, -5, 6, 0, -2, -11[20 µM]
> CCc1nnc(NC(=O)CSc2nnc(-c3ccccc3OC)n2-c2ccc(C)cc2)s1
    -4, -14, 16, -1.5, -13, -12[fluorescence artefact?], -15, -15, -13[20 µM]
> Cc1ccc(C)n1-c1ccccc1N
    -4, 6, -10, -0.18, -2, -11[fluorescence artefact?], -6, -11, -19[20 µM]
> C=CCc1ccc(OCCOCCN(C)C)c(OC)c1
    3, -21, -3, x, -3, 30, -30, -13, -9[20 µM]

# More entries:
# Screens in order – Thrombin inh, EBV gp42 block, Rad51 HR inh, Cl transport mod, eIF4E-4G inh, 14-3-3 Bad PPI, hK5 inh, NCF1 inh, Furin inhibitor
> Cc1cc2ccccc2n2c(SCC(=O)NCc3cccs3)nnc12
    3, -2, -1, x, -5[fluorescence artefact?], -2[fluorescence artefact?], -1, -4, -13[20 µM]
> COc1ccc(NC(=O)Cn2cnc3c(cnn3C(C)(C)C)c2=O)cc1OC
    -1, -14, 19, 0.1, -3, -8, 0, -20, -31
> COc1ccc(C2=NN(C(=O)c3cccs3)C(O)(C(F)(F)F)C2)cc1 (stereo not drawn)
    -3, 0, -60, 4.9*, 1, -11, x, -13, -25
> Cc1ccc(CSC2=NCCN2C(=O)c2ccco2)cc1
    -5, 10, 2, -2.8, -3, -19, 41*, 1, -6
> O=C(COC(=O)c1cccc(S(=O)(=O)N2CCOCC2)c1)Nc1nc(-c2ccccc2Cl)cs1
    4, -14, -2, 0.02, 1, 1, 1, -21, -14[20 µM]
> O=C1CC(c2ccc3c(c2)OCO3)Sc2nc3ccccc3n21 (stereo not drawn)
    -8, -17, 5, 0.55, -4, 13, -11, -12, -27
> CCOC(=O)C1CCN(S(=O)(=O)c2ccc(C)cc2)CC1
    -9, -12, 1, 0.18, 3, 12, -3, 0, -15[20 µM]
> O=c1[nH]c(SCc2ccccc2[N+](=O)[O-])nc2nc[nH]c12
    0, -2, 13, 1.2, -6, -4, 1, 10, -16
> O=C(c1cn(-c2ccccc2)nc1-c1cccs1)N(CCO)Cc1ccccc1
    4, -20, 3, -0.7, 3, -3, 0, -19, -17[20 µM]
> C/C(=N/NC(=O)Cc1ccccc1)c1ccc(C)s1
    -4, -11, 2, -0.25, 18, -4, -18, -6, -22
> CSc1nc(N2CCCC2)c2c(c1C#N)CC(C)(C)OC2
    1, -7, 2, -1, 0, 5, -3, -3, -24[20 µM]
> CC1SC(=Nc2ccccc2)N(S(=O)(=O)c2ccccc2)C1=O (stereo not drawn)
    -2, 0, x, 2.3, 3[fluorescence artefact?], -7[fluorescence artefact?], -12, -1, -18
> CCCN(CCC)Cc1cc(=O)oc2cc3c(cc12)CCC3
    -1, -10, 15, -0.9, 4, -5, -2, -8, -11
> COc1ccc(CCn2c(C)cc(C(=O)CSc3nc(N)cc(=O)[nH]3)c2C)cc1
    0, -7, -6, -0.00052, -18, 35, 2, -30, -25[20 µM]
> CN(C)S(=O)(=O)N1CCN(CC(O)COc2ccc3cc(Br)ccc3c2)CC1 (stereo not drawn)
    5, -8, -2, -0.72, 1, -2, 2, -13, -21[20 µM]
> CCOc1ccc2c(c1)n([O-])c1c([n+]2=O)CCCC1
    1, -7, x, 0.44, -1, 9, 20, -9, -16
> COC(=O)c1c(NC(=O)c2nc3ccccc3s2)sc2c1CC(C)(C)NC2(C)C
    6, -9, x, -0.055, 6, -11, 4, -76, -24

# Screening data: PubChem, several laboratories
